Keap1 Nrf2 FP = disrupts human Keap1 binding to Nrf2 peptide | inhibition, % at 9.4 µM | Q14145 | 340,000 tested, 0.15% active | Keap1 Kelch-Nrf2 peptide fluorescence polarization, 1536-well | AID 504523; in the data active = inhibition above about 12%;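 note: human Keap1 Kelch domain with fluorescein labeled Nrf2 9mer peptide probe; 0% = neutral control wells and 100% = peptide positive control; higher means more block of Keap1 binding to Nrf2 peptide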
RTF Ca sens act = cardiac RTF calcium sensitization | P19429+P45379 | IANBD-labeled TnC RTF fluorescence at EC20 calcium; 0% EC20 calcium, 100% full calcium | activation, % at 7.2 µM | 340,000 tested, 0.24% active | AID 493008;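 active = activation above the mean over all tested compounds plus 3 SD, cut at about 30% in these data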;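 note: rise in fluorescence read as greater calcium sensitivity of cardiac thin filaments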
PvdQ inh = P. aeruginosa PvdQ acylase inhibition; purified PvdQ acylase, fluorescence plate reader; inhibition, % at 10 µM; 340,000 tested, 0.063% active; in the data active = inhibition above about 30%, passing the limit was not always enough;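 note: 0% = vehicle neutral wells and 100% = reference inhibitor wells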
LANA DNA inh = blocks KSHV LANA C-terminal domain binding to DNA; AID 504423; inhibition, % at 9 µM; 340,000 tested, 0.078% active; MBP-C-LANA/FAM-LBS DNA binding, fluorescence polarization;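 active = highest replicate inhibition at or above 60% at 9 µM, even if other replicates fall short; inactive = all replicates below 60% inhibition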;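 note: 0% = neutral control wells and 100% = 4 µM acridine orange control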
Mot1-301 SUMO = SUMOylation pathway inhibition by Mot1-301 growth rescue; S. cerevisiae Mot1-301 growth rescue, ATP luminescence, 38.5C; percent above DMSO median, 100 means doubled; growth rescue, % at 18.8 µM; 320,000 tested, 1% active; AID 2716;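 active = every valid replicate shows activation above 250% relative to neutral control wells; inactive = the rest, any valid replicate at or below 250%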;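 note: OY570 slx delta 5 strain wells were the positive control but not used for scaling; some compounds called inactive have numbers as strong as hits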
dFosB act = mouse delta FosB homodimer activation; 340,000 tested, 0.99% active; activation, % at 25 µM; P13346; purified delta FosB, TAMRA-CDK5 oligo fluorescence polarization; percent of positive-control signal above neutral wells;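 active = mean activation above about 17%, with every replicate also reaching it, limit read from the data, passing the limit was not always enough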;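 note: fluorescence polarization rise as delta FosB binds a TAMRA Cdk5 AP-1 oligo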
Rtt109 Vps75 = C. albicans Rtt109 histone acetyltransferase inhibition; purified Rtt109/Vps75, ThioGlo CoA-SH fluorescence, 4 h; inhibition, % at 34.9 µM; 330,000 tested, 0.16% active; Q5AAJ8;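 active = inhibition of at least 50% in every replicate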
CDK5 p35 inh = inhibitors of human CDK5/p35 kinase | Recombinant CDK5/p35, ADP-Glo luminescence, 60 min | inhibition, % at 10 µM | 330,000 tested, 0.01% active | AID 488839;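 active = highest replicate inhibition of at least 50% and at least 75% of replicates reaching 50%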;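 note: plate controls were DMSO neutral control for no effect and GW8510 at 10 µM for full effect; many of its hits are not listed in these tables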
PfHsp90 set2 = growth inhibition of yeast expressing Plasmodium Hsp90; S. cerevisiae expressing PfHsp90, BacTiter-Glo ATP, 48 h; yeast lacking PDR1 and PDR3 efflux regulators; inhibition, % at 9.4 µM; 310,000 tested, 0.32% active;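 active = every replicate shows inhibition above about 80%, whatever the replicate mean, limit read from the data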;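 note: 0% = DMSO neutral controls and 100% = 20 µM radicicol positive controls; yeast relying on Plasmodium falciparum Hsp90 in place of its own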
NSD2 inh = inhibitors of human histone methyltransferase NSD2; 310,000 tested, 0.54% active; inhibition, % at 12.5 µM; NSD2 peptide methylation, AlphaScreen, 120 min; AID 743445; in the data active = inhibition above about 50%
Target sequence (O96028 whole entry, looked up): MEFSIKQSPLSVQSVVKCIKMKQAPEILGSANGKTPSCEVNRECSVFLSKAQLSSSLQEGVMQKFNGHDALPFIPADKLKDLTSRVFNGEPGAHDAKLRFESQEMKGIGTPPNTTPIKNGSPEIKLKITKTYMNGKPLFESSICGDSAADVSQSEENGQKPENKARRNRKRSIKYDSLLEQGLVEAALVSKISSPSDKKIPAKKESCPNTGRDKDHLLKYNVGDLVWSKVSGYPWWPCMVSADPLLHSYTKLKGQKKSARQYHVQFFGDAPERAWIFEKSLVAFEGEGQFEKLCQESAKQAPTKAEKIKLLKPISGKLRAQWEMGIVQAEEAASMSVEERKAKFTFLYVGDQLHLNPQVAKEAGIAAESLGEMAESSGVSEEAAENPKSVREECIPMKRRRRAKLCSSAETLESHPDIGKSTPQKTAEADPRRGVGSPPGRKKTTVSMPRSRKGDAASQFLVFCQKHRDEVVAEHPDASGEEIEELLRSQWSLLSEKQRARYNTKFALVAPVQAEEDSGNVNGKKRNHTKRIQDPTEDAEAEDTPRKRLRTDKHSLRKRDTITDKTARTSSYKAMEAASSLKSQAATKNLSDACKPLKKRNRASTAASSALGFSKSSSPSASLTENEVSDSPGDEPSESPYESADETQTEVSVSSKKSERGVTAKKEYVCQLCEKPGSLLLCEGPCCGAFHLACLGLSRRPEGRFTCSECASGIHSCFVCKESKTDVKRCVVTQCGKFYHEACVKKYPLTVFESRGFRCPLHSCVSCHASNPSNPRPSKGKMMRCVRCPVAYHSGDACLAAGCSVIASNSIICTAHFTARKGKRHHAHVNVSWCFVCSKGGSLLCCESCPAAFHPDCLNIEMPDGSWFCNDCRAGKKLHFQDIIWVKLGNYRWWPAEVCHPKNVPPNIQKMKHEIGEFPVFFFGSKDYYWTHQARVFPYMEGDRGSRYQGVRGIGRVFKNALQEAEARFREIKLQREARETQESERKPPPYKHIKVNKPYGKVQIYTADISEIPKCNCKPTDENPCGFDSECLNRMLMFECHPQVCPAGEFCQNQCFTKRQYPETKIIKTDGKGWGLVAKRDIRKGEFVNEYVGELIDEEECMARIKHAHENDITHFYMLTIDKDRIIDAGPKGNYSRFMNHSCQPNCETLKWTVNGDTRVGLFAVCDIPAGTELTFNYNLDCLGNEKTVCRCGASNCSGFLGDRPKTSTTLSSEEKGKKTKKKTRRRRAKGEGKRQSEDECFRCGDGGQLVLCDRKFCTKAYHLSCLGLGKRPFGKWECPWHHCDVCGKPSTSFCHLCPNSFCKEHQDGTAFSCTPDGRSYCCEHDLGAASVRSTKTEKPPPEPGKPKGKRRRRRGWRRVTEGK
Cardiac RTF inh = cardiac RTF calcium desensitization; P19429+P45379; IANBD-labeled cardiac RTF, Ca2+ fluorescence; inhibition, % at 7.15 µM; 340,000 tested, 0.12% active;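 active = inhibition above the mean inhibition of all tested compounds plus 3 SD, cut at about 17% in these data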;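 note: assay run at fixed EC70 calcium of 1.6 mM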
Active calls of the source: *; / = not tested or not shown.

Each structure is followed by: CDK5 p35 inh | Keap1 Nrf2 FP | RTF Ca sens act | PfHsp90 set2 | PvdQ inh | LANA DNA inh | NSD2 inh | Mot1-301 SUMO | dFosB act | Rtt109 Vps75 | Cardiac RTF inh
CC(OC(=O)c1ccc(C(C)(C)C)cc1)C(=O)NC1CCCCC1C (centres undefined)
 : 0.1 | 2 | -2 | -8 | 11 | 0.4 | 0 | 9 | -3 | 3 | -13
CC1CN(S(=O)(=O)c2ccc(Cl)c(C(F)(F)F)c2)CC(C)O1 (centres undefined)
 : -0.1 | -1 | 2 | -11 | 10 | -1.4 | 2 | -18 | 5 | 4 | 1
Cc1c(NS(=O)(=O)c2cccs2)c(=O)n(-c2ccccc2)n1C
 : -2.8 | -5 | 8 | 7 | 2 | 0.2 | -5 | -4 | -16 | -3 | -19
Cc1ccccc1C(=O)N1CCC(C(=O)N2CCCc3ccccc32)CC1
 : -1.4 | 0 | -3 | / | -18 | 1.4 | 0 | -10 | -11 | -1 | -4
COc1ccc(/C=C2/SC(=S)NC2=O)cc1OCc1ccccc1
 : 0.6 | 3 | 1 | -12 | -10 | 1.0 | 14 | -10 | -8 | 0 | 1
CN1CCN(S(=O)(=O)c2ccc(NC(=O)c3cccc(F)c3)cc2)CC1
 : 1.2 | -3 | 6 | -13 | -1 | -0.7 | -3 | 95 | -11 | 15 | -7
Cc1c(NC(=S)Nc2ccccc2C(F)(F)F)cccc1[N+](=O)[O-]
 : 2.9 | -1 | -9 | -2 | 16 | -0.3 | 36 | 14 | -8 | -3 | 0
CC(NS(=O)(=O)c1ccc([N+](=O)[O-])cc1)C(c1cccs1)N1CCOCC1 (centres undefined)
 : 0.8 | 4 | -6 | -10 | -4 | 0.8 | -1 | -5 | 1 | 0 | 6
O=C(NCC1CCCO1)c1cnc(Cl)c(Cl)c1 (centres undefined)
 : -0.5 | -4 | -1 | 22 | -10 | -1.4 | -3 | -4 | 1 | 3 | -3
COc1ccc(NC(=O)c2cccc(S(=O)(=O)N3CCOCC3)c2)cn1
 : -0.8 | -3 | -3 | 22 | 0 | 6.3 | 2 | -1 | 0 | 7 | -1
O=C(/C=C/c1ccc(O)c(O)c1)c1ccccc1O
 : 1.2 | -6 | 6 | 37 | -10 | 0.3 | 62* | -16 | -9 | 0 | -18
CCC1(CC)Cc2ccccc2C(=C(C#N)C#N)N1
 : 0.9 | -3 | -4 | 39 | -10 | 1.4 | -3 | -11 | -9 | -5 | -13
O=C(c1cc(=O)[nH]c2ccccc12)N1CCN(c2ccc([N+](=O)[O-])cc2)CC1
 : 0.7 | -5 | 4 | 10 | -12 | 1.8 | 0 | -5 | -8 | 6 | 1
CCn1c(=N)c(S(=O)(=O)c2ccccc2)cc2c(=O)n3ccccc3nc21
 : -0.4 | 6 | 4 | -21 | -2 | -0.3 | / | 4 | -4 | -116 | 1
Cc1nn(CCO)c2c1C(=O)CCC2
 : 2.4 | -1 | 3 | 7 | -21 | 0.7 | 0 | -8 | 7 | -4 | -7
Clc1ccc2c(NCc3ccco3)ncnc2c1
 : -0.3 | -3 | -5 | 0 | -5 | -3.6 | 0 | 433 | -2 | 0 | -1
Cc1ccc(Cl)cc1N1CCN(Cc2nc3ccsc3c(=O)[nH]2)CC1
 : -0.2 | -6 | -4 | 1 | 1 | 5.3 | -1 | 17 | -6 | -8 | 5
CC1CC(C)CN(C(=O)COC(=O)c2cc(S(=O)(=O)N3CCOCC3)ccc2F)C1 (centres undefined)
 : 2.3 | -5 | -1 | -2 | -6 | -0.5 | 3 | / | -7 | 12 | -8
Cc1n[nH]c(=O)nc1N/N=C/c1ccc(O)c([N+](=O)[O-])c1
 : 2.3 | -5 | 5 | -22 | 1 | 1.5 | 0 | 0 | 2 | -4 | 3
Fc1ccc(-c2csc(N3CCSCC3)n2)cc1
 : -1.8 | -5 | 2 | -18 | -9 | -2.0 | -1 | 39 | -7 | 2 | 2
Cc1cccc(NC(=O)c2ccccc2[N+](=O)[O-])n1
 : -1.5 | -1 | 2 | 5 | -10 | 1.1 | 0 | 89 | -3 | 10 | -7
CC(CN1CCN(c2ccccc2)CC1)c1ccccc1 (centres undefined)
 : -1.1 | -3 | -1 | -7 | 2 | 2.1 | 5 | -13 | 4 | -11 | 1
Cc1ccc(-c2ccc(OCC(=O)N3CCOCC3)cc2)cc1
 : -1.2 | 1 | -6 | -10 | 0 | 0.6 | 34 | -1 | -2 | -7 | -5
COC(c1ccccc1)(c1ccccc1)C(Oc1nccc(C)n1)C(=O)O (centres undefined)
 : 1.0 | -1 | 1 | 7 | 21 | 0.2 | 1 | -4 | -2 | -5 | -9
COc1cc2c(cc1NC(=O)COC(=O)CNS(=O)(=O)c1ccc(C)cc1)oc1ccccc12
 : 0.0 | -4 | 1 | 0 | 5 | 0.8 | 13 | -1 | 0 | -3 | 2
O=C(NCc1ccccc1)N1CCC(c2nc3ccccc3[nH]2)CC1
 : 0.3 | -2 | -3 | 6 | -13 | -0.2 | 0 | 5 | 1 | 0 | 0
Cc1ccc(C(=O)OCC(=O)c2ccc(Cl)s2)s1
 : 0.3 | 3 | -4 | -13 | -12 | -0.8 | 0 | 52 | -10 | -4 | 8
COCCNC(=O)[C@H]1N2C(=O)c3ccccc3C2SC1(C)C (some centres undefined)
 : -0.6 | -2 | -3 | -31 | -3 | 1.1 | -2 | 230 | 0 | 1 | -3
NCCNC(=O)Cc1ccc(NC(=O)Cc2ccc(Nc3ncnc4c3ncn4[C@@H]3O[C@H](CO)[C@@H](O)[C@H]3O)cc2)cc1
 : 0.8 | 0 | -4 | -25 | 4 | -2.0 | / | 69 | -3 | 6 | 23*
CN(CCN1CCOCC1)C(=O)CC1C(=O)NCCN1Cc1ccccc1F (centres undefined)
 : -0.1 | 3 | -1 | -3 | -1 | 2.3 | -3 | 560 | 2 | -8 | -4
Cc1cc(NC(=O)Nc2ccc(F)c(Cl)c2)no1
 : 1.4 | 3 | 0 | / | 44* | -0.5 | 3 | 6 | 0 | -8 | -7
COc1ccccc1-n1nnnc1SCc1ccccc1
 : 1.0 | -1 | -6 | -11 | -10 | -1.7 | -5 | -3 | 5 | 0 | -15
Cc1ccc(N2Cc3ccccc3OC(C)C2=O)cc1 (centres undefined)
 : -1.0 | 0 | 0 | -1 | -7 | 1.1 | / | -16 | -5 | 3 | -9
Oc1ccc(-c2n[nH]c(=S)n2-c2ccc3c(c2)OCCO3)cc1
 : 9.2 | -4 | -2 | 7 | 3 | 0.5 | -1 | 0 | -1 | 37 | 3
O=C(Nc1nc(-c2ccccn2)cs1)c1ccccc1-n1cnnn1
 : 0.6 | -7 | -2 | -45 | -9 | -0.3 | -2 | -14 | -6 | 1 | 2
CNC(=O)c1ccc(-c2nc(-c3ccccc3)cs2)cc1
 : 1.1 | 0 | 8 | -11 | 1 | -0.2 | -3 | 230 | -18 | -13 | 3
Cc1c(NS(=O)(=O)c2cc(NC(=O)CCN3CCCC(C)C3)ccc2Cl)c(=O)n(-c2ccccc2)n1C (centres undefined)
 : 1.4 | 0 | -2 | -2 | -6 | 1.7 | 6 | 17 | -3 | -3 | -7
C(=N\Nc1ncnc2sc3c(c12)CCC3)/c1ccncc1
 : 28 | -4 | -2 | -4 | -6 | 0.4 | 9 | 8 | -4 | 35 | -1
Cc1ccc(-c2noc(CN3CCN(c4ccccc4F)CC3)n2)cc1
 : 0.2 | -2 | 1 | 11 | -4 | -0.5 | / | 8 | -5 | -5 | -3
CCOC(=O)N1CCN(S(=O)(=O)c2ccc(C(=O)NNc3nc4ccc(Cl)cc4s3)cc2)CC1
 : -0.9 | 0 | 2 | -63 | 5 | -0.4 | / | -9 | 15 | 0 | -7

Pulled by structure from the entries so far:
Each structure is followed by: CDK5 p35 inh | Keap1 Nrf2 FP | RTF Ca sens act | PfHsp90 set2 | PvdQ inh | LANA DNA inh | NSD2 inh | Mot1-301 SUMO | dFosB act | Rtt109 Vps75 | Cardiac RTF inh
Cc1ccc(C(=O)OCC(=O)c2ccc(Cl)s2)s1
 : 0.3 | 3 | -4 | -13 | -12 | -0.8 | 0 | 52 | -10 | -4 | 8
O=C(NCc1ccccc1)N1CCC(c2nc3ccccc3[nH]2)CC1
 : 0.3 | -2 | -3 | 6 | -13 | -0.2 | 0 | 5 | 1 | 0 | 0

Other entries.
Each structure is followed by: CDK5 p35 inh | Keap1 Nrf2 FP | RTF Ca sens act | PfHsp90 set2 | PvdQ inh | LANA DNA inh | NSD2 inh | Mot1-301 SUMO | dFosB act | Rtt109 Vps75 | Cardiac RTF inh
COCCn1c(C)cc(/C=C2\NC(=S)N(C)C2=O)c1C
 : 3.9 | 2 | 1 | 7 | -4 | 2.9 | 3 | -5 | -12 | 4 | -18
CCCCNC(=S)N(C)/N=C/c1c(C)[nH]c2ccccc12
 : -0.5 | -5 | -4 | 11 | -9 | 0.4 | 2 | 2 | 1 | -30 | -4
CC(=O)NC1CCN(CC(=O)Nc2cccc([N+](=O)[O-])c2)CC1
 : -1.7 | -5 | 2 | -4 | -15 | 0.5 | 2 | -4 | -1 | 0 | -12
CCC(C)(C)NC(=O)c1ccc2c(c1)OCCO2
 : 1.8 | 2 | -2 | -11 | -11 | -1.4 | 40 | 0 | 1 | 4 | 0
CCN(CC)S(=O)(=O)c1ccc(NC(=O)[C@@H](NC(=O)c2cc(OC)cc(OC)c2)C(C)C)cc1
 : -5.6 | -1 | 6 | 2 | -13 | 0.6 | 0 | 4 | -10 | -2 | -13
Fc1ccc(-c2ccc(/C=N/n3cnnc3)o2)cc1
 : 1.2 | -2 | -3 | -1 | -12 | 1.8 | -2 | 3 | -9 | -1 | 6
Cc1c(C(=O)N2CCCCC2C)sc2nc3n(c(=O)c12)CCC3 (centres undefined)
 : / | -1 | -7 | -12 | 1 | -1.1 | -6 | -4 | -9 | 2 | 3
O=c1/c(=C/c2ccc(O)c([N+](=O)[O-])c2)sc2nc3ccccc3n12
 : 1.6 | -2 | / | -22 | -3 | -0.7 | 0 | / | -8 | 0 | /
COc1ccc(OC)c(NC(=O)COC(=O)c2c3c(nc4ccccc24)CCCC3)c1
 : -0.2 | 1 | 8 | 45 | -7 | -1.7 | -1 | -1 | -1 | 3 | -3
Cc1cccc(C)c1OCCn1nc(C(=O)O)c2ccccc2c1=O
 : 1.5 | 0 | -7 | -10 | 2 | -1.7 | 0 | -4 | -9 | -4 | -3
N#Cc1ccccc1NC(=S)NC(=O)C1CCC1
 : -0.9 | -5 | -4 | -14 | 0 | -0.4 | 8 | -6 | -10 | -1 | -12
COc1ccc(S(=O)(=O)n2ccc(C(C)Oc3ccc(-c4ccccc4)c(F)c3)n2)cc1 (centres undefined)
 : 1.0 | -5 | 0 | 28 | 0 | -0.5 | 3 | 648 | -8 | -4 | -11
CCCN1CCN(S(=O)(=O)c2c(C)[nH]c(C)c2C(=O)N2CCCCC2)CC1
 : 0.0 | -1 | -5 | 8 | -10 | -1.4 | 2 | -14 | -3 | 0 | -9
O=C(c1ccc2c(c1)OCCO2)C1CCN(C(=O)c2ccc(F)cc2)CC1
 : -4.7 | -6 | 3 | -14 | -16 | -1.3 | 0 | 8 | -7 | 14 | -7
O=C(NCCSCc1ccco1)Nc1cc(Cl)cc(Cl)c1
 : 1.9 | -4 | 2 | -6 | 8 | 1.0 | 9 | -2 | -4 | -12 | 6

From PubChem
